RAD54 inh – RAD54 (human) branch migration inhibition; Q92698; RAD54 Holliday junction branch migration, FAM/BHQ fluorescence; inhibition, % at 10.4 µM; 360,000 compounds, 0.14% hits;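 active = mean normalized replicate activity at least 40 and at least half of replicates scoring 40 or more; inconclusive = only one of the two criteria met; inactive = mean below 40 and under half of replicates reaching 40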;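 also: 0% = median of neutral control wells and 100% = median of positive control wells; inhibitors cause a drop in the FAM fluorescence signal; in these data hits start at about 50%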
Target sequence (Q92698 whole entry, looked up): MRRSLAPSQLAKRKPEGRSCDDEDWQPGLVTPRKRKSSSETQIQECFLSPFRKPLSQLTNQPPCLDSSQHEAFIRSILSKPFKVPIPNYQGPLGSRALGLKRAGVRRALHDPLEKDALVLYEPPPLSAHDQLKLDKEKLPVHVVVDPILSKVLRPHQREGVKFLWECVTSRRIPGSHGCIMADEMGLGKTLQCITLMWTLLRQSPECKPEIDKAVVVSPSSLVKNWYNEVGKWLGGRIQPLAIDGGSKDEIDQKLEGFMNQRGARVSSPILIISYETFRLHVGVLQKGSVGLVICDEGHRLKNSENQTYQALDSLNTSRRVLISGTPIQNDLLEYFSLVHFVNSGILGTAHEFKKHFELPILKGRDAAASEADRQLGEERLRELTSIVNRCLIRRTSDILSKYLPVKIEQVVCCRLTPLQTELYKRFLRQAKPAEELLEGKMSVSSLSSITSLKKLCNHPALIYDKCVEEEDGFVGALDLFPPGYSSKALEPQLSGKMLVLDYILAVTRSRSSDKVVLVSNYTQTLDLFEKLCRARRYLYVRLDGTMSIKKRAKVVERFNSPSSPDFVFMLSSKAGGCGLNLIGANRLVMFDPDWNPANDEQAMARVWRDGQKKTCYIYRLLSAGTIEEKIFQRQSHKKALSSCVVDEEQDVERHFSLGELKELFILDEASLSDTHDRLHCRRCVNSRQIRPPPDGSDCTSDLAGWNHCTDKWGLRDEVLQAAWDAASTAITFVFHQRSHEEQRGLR
esBAF inh – blocks esBAF chromatin remodeling in mouse ES cells; Bmi1-luciferase knock-in reporter, 24 h; 100% = twice the neutral-well signal; reporter increase, % at 12.5 µM; 350,000 compounds, 2% hits; AID 602393; in the data active = activation above about 40%; inconclusive = no clear call, values can overlap the other calls;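 also: 0% = median of the plate's neutral control wells and 100% = double that signal; a rise in the Bmi1 reporter signal indicates esBAF inhibition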
Numbers without * were called inactive; ? = inconclusive. An excerpt; count on the stated rates, not on these rows.

SMILES	RAD54 inh	esBAF inh
CC1=C(C(=O)Nc2ccccc2)C2(CCCCC2)C(C#N)=C(S)N1	-7	2
COc1ccc(C2Oc3ccccc3C3=C2C(c2cccs2)n2ncnc2N3)cc1 (centres undefined)	-15	3
O=c1oc2ccccc2c2nccnc12	-4	-6
Cc1ccnc(NC(=O)CCC(=O)N(CC(=O)NCc2ccccc2)c2ccc3c(c2)OCO3)c1	3	1
O=C(O)CCCc1nc(-c2ccccc2)no1	-5	4
COCCNC(=O)c1cc(-c2cccnc2)nc2ccc(Br)cc12	1	-1
CCOc1ccccc1NC(=O)N1CCCC1C(=O)Nc1ccc(NC(C)=O)cc1 (centres undefined)	12	-7
CC(C)(C)C(=O)CN1C(=O)C2(OCCO2)c2ccccc21	-3	0
CN(C)C=Nc1nonc1N	-3	-5
O=C1CCCN1CN(C(=O)c1ccccc1)c1ccc(F)cc1	-7	-3
COc1ccc(CCNS(=O)(=O)c2ccc3oc(C(=O)O)c(C)c3c2)cc1OC	7	-3
CC1(C)CC(=S)Nc2ccccc2S1	12	-1
C1=C(c2ccccc2)Nc2nnnn2C1c1cccs1 (centres undefined)	8	19
CCOc1cc(C2NC(=O)NC(O)(C(F)(F)F)C2C(=O)c2ccc(OC)cc2)ccc1O (centres undefined)	-3	6
COc1ccc(-c2nc(-n3c(C)c(C(C)=O)c(C(C)=O)c3C)sc2C)cc1	-12	-6
CCn1cnc2cc(NC(=O)c3ccco3)ccc21	-12	-66
COc1ccc(NC(=O)CSc2nnc(-c3ccccn3)n2-c2ccccc2)cc1OC	-9	1
c1ccc(-c2nnn(C34CC5CC(CC(C5)C3)C4)n2)cc1	1	?
CCc1c(C)[nH]n(CCC#N)c1=O	-7	-10
CC(=O)CSc1nsc(SCC(C)=O)c1C#N	11	-3
CCCCN(CCCNC(=O)CN1C(=O)COc2ccccc21)c1ccccc1	-1	0
COc1ccc(C)cc1NC(=O)CSc1nnc(CC(=O)Nc2cccc(C(F)(F)F)c2)n1C	14	-5
Cc1ccc(S(=O)(=O)N2CCC(C(=O)N(C)C3CCS(=O)(=O)C3)CC2)cc1 (centres undefined)	-2	-5
Cn1c(N2CCOCC2)c(/C=N/OC(=O)c2ccc(F)cc2)c2ccccc21	0	-7
CCn1c(C(=O)NCc2cccnc2)cc2sc(Cl)cc21	5	4

Following part
SMILES	RAD54 inh	esBAF inh
CC(=O)c1cccc(NC(=O)Cc2ccc3c(c2)CCCC3)c1	-8	6
Cc1ccc(N2CC(C(=O)NC3=NCCS3)CC2=O)cc1C (centres undefined)	2	11
CCCCSc1nc(C)cc(SCC(=O)N/N=C/c2cccc(OC)c2O)n1	-4	-37
Nc1nnnn1/N=C/c1ccco1	5	-6
Cc1cccc(-n2c(=O)[nH]c3c(C(N)=O)nc(C(C)C)nc32)c1	2	4
COC(=O)C1=C(C)N(CCc2ccccc2)C(=O)C1	-10	-4
CC1CN(C(=O)/C=C/c2ccc3c(c2)OCO3)CC(C)O1 (centres undefined)	2	-1
O=C1CN(CC(=O)N2CCCCC2)c2ccccc2O1	11	26
CCN(CC)S(=O)(=O)c1ccc(NC(=O)C(C)N(c2ccc(OC)cc2)S(C)(=O)=O)cc1 (centres undefined)	-4	-7
COc1ccccc1NC(=O)COc1ccc(/C=N/NS(=O)(=O)c2ccc(C)cc2)cc1	-4	12
CCN(C(=O)c1cc2cccc(OC)c2oc1=O)C1CCCCC1	-4	-5
CCCCNc1ccccc1C(=O)OCC(=O)Nc1ccc(S(N)(=O)=O)cc1	6	-1
CC1CCC(NC(=O)CN2CCCN(Cc3ccc(F)cc3Cl)C2=O)CC1 (centres undefined)	-8	-6
COC(=O)CSc1nnc(-c2ccncc2)o1	1	-14
CC1(C)CC(O)CC(C)(C)N1CC(O)COCCOc1ccc(Br)cc1 (centres undefined)	7	-2
CCOC(=O)C1CCN(C(C(=O)NC2CCCCC2)c2ccc(OC)cc2)CC1 (centres undefined)	4	3
CCOC(=O)N1CCN(C(=O)c2cc3c(ccc4ccccc43)oc2=O)CC1	-6	-4
N#Cc1ccccc1N1CCN(C(=O)c2ccc(NC(=O)c3ccc(Br)o3)cc2)CC1	-3	2
Cc1c(Br)c([N+](=O)[O-])nn1CC(=O)Nc1sc2c(c1C(=O)OC(C)C)CCCC2	-9	-1
CCSc1nnc(-c2ccc(Cl)cc2Cl)o1	-7	30
O=C(NCCCCCCNC(=O)C1CCCC1)C1CCCC1	-7	-4
S=c1[nH]nc(CSCc2ccc(Cl)cc2Cl)n1-c1ccccc1	9	-3
CCOc1ccc(-c2nnc3ccc(SCC(=O)NCc4ccco4)nn23)cc1	18	-6
Cc1ccc(C2(CC(=O)N3CCCC3)CCOC(C(C)C)C2)cc1 (centres undefined)	-28	5
O=C(c1ccc(C(F)(F)F)cc1)c1c[nH]c(C(=O)NCCCn2ccnc2)c1	-6	-23

An excerpt from above in order of their number in esBAF inh, smallest number first.
compound	esBAF inh
CC1CCC(NC(=O)CN2CCCN(Cc3ccc(F)cc3Cl)C2=O)CC1 (centres undefined)	-6
CCN(C(=O)c1cc2cccc(OC)c2oc1=O)C1CCCCC1	-5
CCOC(=O)N1CCN(C(=O)c2cc3c(ccc4ccccc43)oc2=O)CC1	-4
CC1(C)CC(O)CC(C)(C)N1CC(O)COCCOc1ccc(Br)cc1 (centres undefined)	-2
CCSc1nnc(-c2ccc(Cl)cc2Cl)o1	30

(listing goes on)
SMILES	RAD54 inh	esBAF inh
Fc1ccc(C(c2nnnn2C2CCCC2)N2CCN(Cc3ccncc3)CC2)cc1 (centres undefined)	1	-2
CCC(C)(C)NC(=O)C(c1ccc(F)cc1)N(Cc1ccco1)C(=O)c1cnccn1 (centres undefined)	-19	4
COc1ccc(-c2nc(-n3c(C)c(C(C)=O)c(C(C)=O)c3C)sc2C)cc1OC	3	8
CCOC(=O)N1CCN(C/C(C)=C/c2ccccc2)CC1	-1	-2
O=C(CSC1=NCCS1)Nc1ccccc1F	8	12
O=C(COC(=O)C1CCCN1C(=O)c1cccs1)Nc1ccc2c(c1)OCO2 (centres undefined)	3	-14
CN1CCN(S(=O)(=O)c2ccc(C(=O)Nc3ccccc3)cc2)CC1	-6	-7
CCOCCCNC(=O)c1ccc(OC)cc1	-2	20
COc1cc(C(=O)NCc2nnc(SCC(=O)N3CCC(C)CC3)o2)cc(OC)c1OC	-13	2
O=C(c1cc2nc(-c3cccs3)cc(C(F)(F)Cl)n2n1)N1CCCc2ccccc21	7	6
Cc1ccc(Oc2nc3ccccc3n3c(C)nnc23)cc1	7	-2
OC(CNCC1CCCO1)Cn1c2ccc(Cl)cc2c2cc(Cl)ccc21 (centres undefined)	1	-9
CC1(C)CC(=O)C(C(C2=C(O)CC(C)(C)CC2=O)c2ccco2)C(=O)C1 (centres undefined)	-22	0
COC(=O)CSc1nc2c(c(=O)[nH]c(=O)n2C)n1CCC(C)C	0	-3
Cc1cc(C(C)(C)C)cc(S(=O)(=O)NCC(=O)O)c1C	1	-13
O=C(CNC(=O)c1cccs1)NCC(=O)OCc1ccc(Cl)cc1	-2	-6
CCOc1ccc(-c2nnc(N)o2)cc1	2	17
CCN(CC)S(=O)(=O)c1ccc(S(=O)(=O)N(CC(=O)Nc2ccccc2)Cc2ccco2)cc1	1	-2
CCCCc1c(C)nn(-c2nnc3c4ccccc4n(C)c3n2)c1C	-6	48*
O=C(O)c1ccc(CSc2nnc(Cc3ccccc3)o2)cc1	-1	-9
CN(C)S(=O)(=O)c1ccc(C(=O)Oc2cc(=O)[nH]c3ccccc23)cc1	-1	-4
CCN(CC)C(NC(=O)c1ccccc1)C(=O)c1ccccc1 (centres undefined)	1	20
COc1ccc(-c2cc(C(=O)Nc3c(C)nn(Cc4ccccc4Cl)c3C)no2)cc1	-5	7
Nc1nnc(CCC2CCCCC2)s1	-2	10
CCC(C(=O)NCCN1CCN(C)CC1)n1c(C)c2cnn(-c3ccccc3)c(=O)c2c1C (centres undefined)	11	2

A draw from above in order of number of heavy atoms, smallest number first:
SMILES	RAD54 inh	esBAF inh
Nc1nnc(CCC2CCCCC2)s1	-2	10
CCOc1ccc(-c2nnc(N)o2)cc1	2	17
CCOCCCNC(=O)c1ccc(OC)cc1	-2	20
Cc1cc(C(C)(C)C)cc(S(=O)(=O)NCC(=O)O)c1C	1	-13
CCOC(=O)N1CCN(C/C(C)=C/c2ccccc2)CC1	-1	-2
Cc1ccc(Oc2nc3ccccc3n3c(C)nnc23)cc1	7	-2
COC(=O)CSc1nc2c(c(=O)[nH]c(=O)n2C)n1CCC(C)C	0	-3
Cc1ccc(C2(CC(=O)N3CCCC3)CCOC(C(C)C)C2)cc1 (centres undefined)	-28	5
CCCCc1c(C)nn(-c2nnc3c4ccccc4n(C)c3n2)c1C	-6	48*
CN(C)S(=O)(=O)c1ccc(C(=O)Oc2cc(=O)[nH]c3ccccc23)cc1	-1	-4
O=C(COC(=O)C1CCCN1C(=O)c1cccs1)Nc1ccc2c(c1)OCO2 (centres undefined)	3	-14
COc1ccc(-c2nc(-n3c(C)c(C(C)=O)c(C(C)=O)c3C)sc2C)cc1OC	3	8
O=C(c1cc2nc(-c3cccs3)cc(C(F)(F)Cl)n2n1)N1CCCc2ccccc21	7	6
Fc1ccc(C(c2nnnn2C2CCCC2)N2CCN(Cc3ccncc3)CC2)cc1 (centres undefined)	1	-2
COc1cc(C(=O)NCc2nnc(SCC(=O)N3CCC(C)CC3)o2)cc(OC)c1OC	-13	2
CCC(C(=O)NCCN1CCN(C)CC1)n1c(C)c2cnn(-c3ccccc3)c(=O)c2c1C (centres undefined)	11	2
CCN(CC)S(=O)(=O)c1ccc(S(=O)(=O)N(CC(=O)Nc2ccccc2)Cc2ccco2)cc1	1	-2

Going on with the list:
SMILES	RAD54 inh	esBAF inh
CCOC(=O)N1CCN(C(=O)COc2ccccc2OC)CC1	-2	-6
CCOc1ccc(NC(=O)C2CC=CCC2C(=O)O)cc1 (centres undefined)	-4	-3
O=c1c2cc(N3CCOCC3)ccc2[nH]c(=S)n1CCCN1CCCC1	4	-2
CSc1nc(C)cc(SCCO)n1	8	-10
N=C1C(c2nc3ccccc3[nH]2)=C(O)CN1c1ccc(F)cc1	-2	35
CCOC(=O)c1ccc(NC(=O)CCOc2ccc(C)cc2)cc1	-9	3
Cc1cccc(CSC2=NCCN2C(=O)C2CC2)c1	-29	-6
COc1ccc(S(=O)(=O)N2CCOCC2)cc1NC(=O)COC(=O)c1ccc([N+](=O)[O-])s1	1	2
O=C(CSc1n[nH]c(-c2ccc(S(=O)(=O)NC3CCCCC3)cc2)n1)N1CCCC1	0	5
Nc1nc(N)nc(-c2ccccn2)n1	0	-5
COc1ccc2c(c1OC)C(=O)N1c3ccccc3SC21 (centres undefined)	-5	78*
O=C(c1ccc(CN2CCOCC2)cc1)N1CCN(Cc2ccccc2)CC1	3	-1
CC1CN(CC(=O)Nc2cccc(C(=O)Nc3cccc(C(F)(F)F)c3)c2)CC(C)O1 (centres undefined)	-4	4
O=C1NC(=O)C2(CCC(C(=O)O)C2)N1 (centres undefined)	-7	-12
COc1ccccc1CNC(=O)c1c(O)c2cc(OC)c(OC)cc2[nH]c1=O	4	-34
Cc1ccc(C(=O)Nc2ccc3c(c2)ncn3C)cc1	4	12
COc1ccc(-c2nnc(-c3ccc(N(C)C)cc3)o2)cc1	4	37
O=C(NC1(C(F)(F)F)NC(=O)N(Cc2cccnc2)C1=O)c1cccs1 (centres undefined)	5	-5
Cc1ccc(-c2cc(C(=O)N3CCCC3)no2)cc1	-4	-56
COC(=O)c1sccc1NC(=O)c1ccncc1	2	-5
COc1ccc2nc(SCC(=O)Nc3ccc4c(c3)OCCO4)[nH]c2c1	-11	-25
COc1ccc(-c2csc3nc(C)n(-n4cccc4)c(=O)c23)cc1	2	-2
Cc1cccc(NC(=S)N/N=C/c2ccc(Cl)c([N+](=O)[O-])c2)c1	0	0
COC(=O)CC(=O)CSc1nc2c(cc1C#N)CCC2	-6	19
O=C(Nc1ccc(N2CCOCC2)cc1)c1cn2ccccc2n1	-4	-52

An excerpt from above in order of formula weight, descending.
SMILES	RAD54 inh	esBAF inh
O=c1c2cc(N3CCOCC3)ccc2[nH]c(=S)n1CCCN1CCCC1	4	-2
COc1ccc2nc(SCC(=O)Nc3ccc4c(c3)OCCO4)[nH]c2c1	-11	-25
COC(=O)c1sccc1NC(=O)c1ccncc1	2	-5

(cont.)
SMILES	RAD54 inh	esBAF inh
Cc1ccc2cc(CN(CCN3CCOCC3)C(=O)NCc3ccccc3)c(=O)[nH]c2c1C	7	1
CN(C)CCCOc1nc2c(c(=O)n(C)c(=O)n2C)n1C	0	-9
COc1ccc(NS(=O)(=O)c2cc(C)ccc2OC)cc1OC	0	-1
CCOC(=O)C1=C(C)OC(N)=C(C#N)C1c1cc(Cl)c(OCC(N)=O)c(OC)c1 (centres undefined)	7	7
COC(=O)C1C(O)=CC(=O)CC1C (centres undefined)	-9	-2
Cc1ccc(CS(=O)(=O)CCC(=O)NCCCOC(C)C)cc1	-9	-2
CCN(CC)CCCNc1nc(-c2ccccc2)nc2ccccc12	85*	-7
CCOC(=O)CC1C(=O)NCCN1C(=O)c1c(F)cccc1F (centres undefined)	1	-6
O=C(COCc1nc2ccccc2c(=O)[nH]1)NC1CCCC1	1	0
Cn1c(=O)c2c(nc(Br)n2CCCc2ccccc2)n(C)c1=O	3	0
CN1CC=C2C(C#N)=C(N)C(C#N)(C#N)[C@H](c3cccs3)[C@H]2C1	-42	3
O=C(O)CCc1ncc(C(F)(F)F)cc1Cl	-5	-5
CC(=O)N(C(C)=O)c1c(C#N)c(C)n(-c2ccccc2)c1C(=O)c1ccccc1	0	-2
Cc1cc(-c2ccccc2)nc(Oc2ccc(C(C)(C)C)cc2)c1S(C)(=O)=O	7	-11
CCC(C)NC(=O)N[C@@H](CCSC)C(=O)OC (some centres undefined)	-1	1
NS(=O)(=O)c1ccc(NC(=O)CSC2CCCCC2)cc1	6	9
CCCCCOC(=O)C1[C@H]2C(=O)N(Cc3cccs3)C[C@]23C=C[C@H]1O3 (some centres undefined)	-7	0
COc1ccc(N2C(=O)CN=C2Nc2nc(C)cc(C)n2)cc1	4	-5
C=CCN1C(=O)NC2(CCCCC2)C1=O	-12	-6
